D1 potentiator: human D1 dopamine receptor positive modulation. 360,000 tested, 0.036% active. potentiation, % at 10 µM. HEK293 TREx D1 cells, calcium flux, dopamine EC20 potentiation; in the data active means potentiation above about 30%; further: 0% is about no effect
GRP78 ERSR act: inducers of ER stress response in human glioma cells; Potency, µM, inactives show at the top dose activation, hits mostly activators; U87-MG GRP78 promoter luciferase reporter, 16 h; 420,000 tested, 0.02% active; AID 602332; further: potency means the concentration at half of the fitted maximal effect; series mostly up to about 76 µM; % of control where 0% means no effect; nearly all actives have a fitted effect of over 35% in size
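Stably transfected U87-MG human glioma cells carrying a GRP78-based luminescent sensor were seeded at 1000 cells/well, pin-dosed with compounds and incubated 16 h. Luciferase reagent was then added, and end-point luminescence was read after 10 min at room temperature.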
D1 ag: human D1 receptor agonism | HEK293 T-REx D1 cells, calcium flux, agonist mode | activation, % at 2 µM | 360,000 tested, 1% active; in the data active means activation above about 30%; further: 0% is about no effect
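Inducible HEK293 T-REx D1 cells, force-coupled to calcium signalling, were plated at 4000 cells/well with tetracycline and held overnight at 30 C. After no-wash calcium dye loading, compound-evoked calcium rise over 180 s flagged agonists.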
LDHA block: blocks human lactate dehydrogenase A | P00338 | purified LDHA, NADH/diaphorase-resazurin fluorescence; hits give low values | activity change, % (values are at about 110 or 230 µM) | 480,000 tested, 0.15% active | AID 1347041; in the data active means activity change below about -30%; inconclusive means mostly about -25% to -30%;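 further: plate controls were DMSO wells for no effect and wells without enzyme for full effect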
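Human LDH5 (2 nM) was incubated with 0.06 mM NADH and 0.2 mM pyruvate for 5 min at room temperature in Tris pH 7.4. Remaining NADH was coupled through diaphorase/resazurin, and resorufin fluorescence was read at 0 and 20 min.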
D2 PAM: D2 dopamine receptor (human) potentiation; P14416; HEK293 T-REx D2, calcium flux, EC20 dopamine potentiation; potentiation, % at 10 µM; 340,000 tested, 0.34% active; AID 485347;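 active means potentiation over 3 SD above the plate norm, cut at about 30% in these data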; further: 0% is about no effect
Target sequence (P14416 whole entry, looked up): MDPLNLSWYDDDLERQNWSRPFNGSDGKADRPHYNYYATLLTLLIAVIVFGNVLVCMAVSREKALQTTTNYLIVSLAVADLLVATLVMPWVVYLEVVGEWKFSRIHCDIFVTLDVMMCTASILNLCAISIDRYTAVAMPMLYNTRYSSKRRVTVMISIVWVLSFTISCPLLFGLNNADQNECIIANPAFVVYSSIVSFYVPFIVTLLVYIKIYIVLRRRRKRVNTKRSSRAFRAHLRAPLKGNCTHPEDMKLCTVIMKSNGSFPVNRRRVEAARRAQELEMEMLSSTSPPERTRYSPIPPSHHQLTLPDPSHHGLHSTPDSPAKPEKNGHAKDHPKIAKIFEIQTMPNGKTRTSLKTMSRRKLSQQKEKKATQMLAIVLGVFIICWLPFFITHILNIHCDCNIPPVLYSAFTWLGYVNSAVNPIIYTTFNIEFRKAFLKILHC
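Using a no-wash calcium dye in inducible, force-coupled HEK293 Trex cells expressing D2, we tracked fluorescence each second for 180 s after compound, then for 180 s after EC20 dopamine to detect augmented signalling.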
D1 antagonist: human D1 dopamine receptor antagonism; 360,000 tested, 3.2% active; P21728; AID 504652; activity change, negative = inhibition, % at 10 µM; HEK293 TREx D1 cells, calcium flux, dopamine EC80; hits give low values; in the data active means activity change below about -30%; further: on the % scale 0 is the no-effect control and ±100 the full control effect
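Cells carrying a force-coupled, tetracycline-inducible human D1 receptor report calcium flux. Each well gets a 10 s baseline, compound with 180 s monitoring, then an EC80 dopamine stimulus with a second 180 s kinetic read.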
Vif-APOBEC3G blk: blocks the Vif interaction with human APOBEC3G; Q9HC16; HeLa A3G-eYFP + Vif (tagged APOBEC3G with the HIV-1 protein that degrades it), YFP fluorescence, overnight; Potency, µM (doses to about 46.1 µM), inactives show at the top dose activity, negative = active, most hits filed as inhibitors; 410,000 tested, 0.076% active;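 further: potency means the concentration at half of the fitted maximal effect; on the % scale 0 is the no-effect control and ±100 the full control effect; nearly all actives have a fitted effect of over 60% in size; hits raise eYFP signal because A3G escapes Vif-driven loss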
Target sequence (Q9HC16 whole entry, looked up): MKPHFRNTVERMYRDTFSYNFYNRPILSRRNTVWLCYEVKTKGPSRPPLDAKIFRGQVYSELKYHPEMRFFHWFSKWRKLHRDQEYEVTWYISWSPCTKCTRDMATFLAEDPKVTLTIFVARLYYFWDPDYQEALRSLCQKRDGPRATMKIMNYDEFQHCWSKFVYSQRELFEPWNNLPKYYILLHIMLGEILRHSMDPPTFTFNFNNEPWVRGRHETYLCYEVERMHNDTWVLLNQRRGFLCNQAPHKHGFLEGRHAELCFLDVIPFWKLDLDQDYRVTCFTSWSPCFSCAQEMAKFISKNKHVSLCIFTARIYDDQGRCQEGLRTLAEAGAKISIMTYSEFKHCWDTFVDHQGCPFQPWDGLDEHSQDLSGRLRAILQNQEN
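Read-out is eYFP fluorescence (Ex 488/Em 500-530) from Vif-expressing HeLa A3G-eYFP cells; more signal means A3G escaped Vif-mediated degradation. Cells plated overnight, compound pinned in, incubated overnight at 37 deg C.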
RXFP1 ag: agonists of human relaxin receptor RXFP1; Q9HBX9; Potency, µM (highest dose often 57.5 µM), for the others: top-dose activation, hits mostly activators; HEK293T-RXFP1 cAMP TR-FRET, 30 min; response scale: percent of porcine relaxin response, buffer zero; 370,000 tested, 0.3% active; further: potency means the concentration at half of the fitted maximal effect; on the % scale 0 is the no-effect control and ±100 the full control effect; nearly all actives have a fitted effect of over 60% in size; many of its hits are not listed in these tables
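HEK293 cells stably expressing RXFP1, treated 30 min at 37C with compounds plus PDE4 inhibitor Ro 20174; cAMP measured by HTRF TR-FRET. Normalized to buffer and 29 nM porcine relaxin; EC50 by Hill fit.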
Vif-APOBEC3F blk: inhibitors of Vif-A3F interaction | HeLa A3F-eYFP + Vif (tagged APOBEC3F with the HIV-1 protein that degrades it), YFP fluorescence increase | Potency, µM (titrated, usually from 46.1 µM), for inactives: at the top dose activity, negative = active | 390,000 tested, 0.2% active | AID 602313; further: potency means the concentration at half of the fitted maximal effect; % of control where 0% means no effect; nearly all actives have a fitted effect of over 65% in size
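HeLa cells stably expressing Vif plus C-terminally eYFP-tagged A3F were seeded, incubated overnight at 37 deg C, dosed with compound, incubated overnight again at 37 deg C. Yellow fluorescence (Ex 488/Em 500-530) reported blocked Vif-mediated A3F-eYFP degradation.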
* = called active by the depositor; ? = inconclusive; nt = not tested or not shown; & = joins results of further samples. Unless noted, the call rests on the fitted dose curve; in most records, active means well fitted curve in the direction sought with a large enough effect; inconclusive means small, poorly fitted or top-dose-only effect, or another doubt; inactive means no such curve, though single readings can be large; an effect the other way counts as inactive or inconclusive. An excerpt; the hit share may differ from the screen's.

SMILES	D1 potentiator	GRP78 ERSR act	D1 ag	LDHA block	D2 PAM	D1 antagonist	Vif-APOBEC3G blk	RXFP1 ag	Vif-APOBEC3F blk
C=CCOc1c2ccc(C(=O)NCc3ccccc3OC)cc2nn1C	-2	-3%	1	-12	4	-17	-1%	1.2%	11%
CCc1cc(C(=O)N(C)CC(=O)N(CC(C)C)c2c(N)n(CC(C)C)c(=O)[nH]c2=O)sc1C	-4	-3%	1	-4	0	22	0%	0.6%	-13%
CCOC(=O)CC(N)c1cccc([N+](=O)[O-])c1 (stereo not given)	2	-4%	6	-9	nt	16	0%	0.5%	3%
O=C(Nc1ccc(C(=O)N2CCCC2)cc1)c1ccccc1[N+](=O)[O-]	-4	-1%	2	2	6	-2	1%	-0.8%	6%
CCCC(=O)NC(C)C(c1cccs1)N1CCN(c2ccccc2)CC1 (stereo not given)	-8	0%	-1	-7	-2	4	0%	1.4%	-4%
CC(=O)c1cccc(NC(=O)c2ccc(Cl)c(S(=O)(=O)N3CCOCC3)c2)c1	-2	0%	1	-7	-7	-2	-4%	-0.4%	3%
COc1cc(C(O)P(=O)(OCC(C)C)OCC(C)C)cc(OC)c1OC (stereo not given)	4	-2%	1	4	-8	-11	-2%	-1.3%	1%
COc1ccc(-c2cc(C(F)(F)F)nc(S(=O)(=O)CCCC(=O)Nc3cccc(O)c3)n2)cc1OC	-6&6	-19%&-11%	3&1	3&2	19&-4	4&-7	?	9.6%&7.1%	2%&0%
O=C(CNC(=S)N(Cc1ccccc1)Cc1cccnc1)NCCN1CCOCC1	-9	0%	0	0	-2	3	0%	-2.6%	-7%
COC(=O)CN1C(=O)C(C)(C)Oc2ccc(C(=O)Nc3cccc(OC)c3)cc21	-2	-1%	-1	-12	9	-10	-3%	-2.4%	4%
CCOC(=O)c1ccc(N=c2sc(C(=O)OC)cc(=O)n2Cc2ccc3c(c2)OCO3)cc1	-1	-5%	2	0	-5	-17	-7%	0.3%	-12%
COC(=O)Nc1nc(C)c(C(=O)c2ccccc2)s1	-2	-2%	1	-5	4	10	?	8.5%	0%
COc1ccc(C(=O)NCC(c2ccc(N(C)C)cc2)N2CCCC2)cc1 (stereo not given)	0	-3%	4	1	-18	-5	-2%	1.8%	-21%
COc1ccc(/C=C/C2=CC(C)(C)NC(=S)N2)c(OC)c1	2	-1%	3	2	0	-2	-17%	0.5%	-8%
Cc1ccc(-n2nnnc2C(=Cc2ccc(N(C)C)cc2)c2nnnn2-c2ccc(C)cc2)cc1	-2	-4%	21	1	-6	21	0%	-2.0%	?
COc1ccc(/C=C\C(=O)NCC(=O)N/N=C/c2cccc(OC)c2O)cc1	-5	-1%	3	0	-16	15	-5%	1.6%	1%
CCOC(=O)c1c(NC(=O)C2C3C=CC(C3)C2C(=O)O)sc2c1CCC(CC)C2 (stereo not given)	-7	0%	20	3	6	-15	-4%	-0.4%	2%
Cc1ccc([C@H]2C[C@H](O)[C@@H](n3cc(-c4ccc(F)cc4)nn3)CN2C(=O)C2CCCCC2)cc1	nt	-7%	nt	-2	nt	nt	-7%	nt	4%
COc1ccc(CNC(=O)[C@@H]2CC=C[C@@H]3CCN(C4CCCCC4)C(=O)[C@@H]32)cc1	nt	-5%&-2%	nt	0	nt	nt	2%&0%	nt	4%
COc1ccc(OC)c(NC(=O)NNC(=O)COc2ccc([N+](=O)[O-])cc2)c1	-5	-5%	0	-8	-2	-49*	0%	-0.4%	?
CC(NC(=O)c1ccc2c(c1)S(=O)(=O)N=C1CCCCCN12)c1ccc(S(N)(=O)=O)cc1 (stereo not given)	3	-3%	3	-9	-6	10	2%	-0.5%	-9%
Cc1cc(Cl)ccc1OC(C)C(=O)Nc1ccc([N+](=O)[O-])cn1 (stereo not given)	-8	-4%	7	-2	-5	1	-2%	0.9%	2%
Cc1nnc(SCC(=O)Nc2ncc(Cl)cc2Cl)n1Cc1ccccc1	-6	0%	2	0	27	6	-1%	2.3%	2%
Cn1c(=O)[nH]c(=O)c2c1nc(SCCO)n2Cc1ccccc1Cl	4	-2%	5	1&1	5	14	2%	3.3%	-2%
CC(=O)c1c(C)[nH]c(C(=O)N2CCCCCC2)c1C	-2	-4%	0	-1	-10	-1	-4%	0.9%	-10%
Cc1ccccc1NC(=O)c1ccc(F)c(S(=O)(=O)NCC2CCCO2)c1 (stereo not given)	0	0%	5	-20	-3	6	5%	-0.6%	-13%
COc1ccnc(N=CNOCc2cccc(C(F)(F)F)c2)c1C#N	0	-2%	7	-6	-6	-12	-1%	-0.6%	7%
C/C(=N\NC(=O)CSCc1ccc(Cl)cc1)c1ccc(NC(=O)c2ccccc2)cc1	-3	1%	1	-6	2	-5	1%	-2.5%	-9%
CCn1nnnc1SCC(=O)NC1Cc2ccccc2C1	-1	-3%	2	-1	3	4	2%	-0.6%	-2%
O=C(CSC(=S)N1CCCC1)NCC(=O)Nc1ccccc1Br	-3	0%	2	-2	-1	6	2%	0.9%	-7%
COc1ccc(-c2noc(-c3ccccc3C(=O)Nc3cccc(OC)c3)n2)cc1	-6	3%	9	-1	0	-2	-6%	2.1%	-4%
Cc1cc(OCC(=O)NCCCN2CCOCC2)c2c(C)c(C)c(=O)oc2c1	14	2%	3	-3&11	1	-26	3%	4.0%	-4%
c1ccc(CNC23CC4CC(CC(C4)C2)C3)nc1	2	-4%	2	-20	-4	-6	-1%	-0.6%	0%
CCCCCCNC(=O)Cc1c(O)c2ccccc2[nH]c1=O	3	-3%	-2	-4	-8	-2	-2%	-0.8%	2%
Cc1ccc2oc3c(c(=O)c2c1)C(c1cccc(O)c1)N(c1ccccn1)C3=O (stereo not given)	-2	-5%	0	0	5	-1	0%	0.4%	3%
CCOc1ccc(N2CC(C(=O)Nc3cccc(S(=O)(=O)N4CCCC4)c3)CC2=O)cc1 (stereo not given)	-4	-1%	2	-4	-1	17	4%	0.1%	3%
Cc1ccc(C)c(N2CCN(S(=O)(=O)c3cc(C(=O)Nc4ccc(Oc5ccccc5)cc4)ccc3F)CC2)c1	0	-3%	-2	-13	4	-3	10%	1.3%	11%
O=C(NNC(=O)c1ccc(-c2ccc([N+](=O)[O-])cc2)o1)c1ccncc1	-6	4%	1	-10	-2	0	3%	0.6%	4%
Cc1ccc(C(=O)c2coc3ccc(O)c(Cl)c23)cc1	0	-5%	2	11	-12	-1	3%	-2.2%	1%
COc1ccccc1N(C)S(=O)(=O)c1ccc(C(=O)OCC(=O)N(C)c2ccccc2)cc1	-7	-3%	6	-3	-1	-24	-3%	0.0%	0%
COc1ccccc1OCC(=O)Nc1ccc(CSc2ccccc2)cc1C	0	-3%	5	-3	-2	-4	1%	1.5%	3%
Cc1cc2nc(C3CCN(C(=S)NCC(C)C)CC3)[nH]c2cc1C	-3	5%	4	0	5	2	-8%	0.4%	-10%
CC(=O)Nc1cccc(/C(C)=N/NC(=O)c2cccc(S(=O)(=O)N3CCOCC3)c2)c1	-5	-1%	1	-3	-1	1	3%	-0.1%	0%
Cc1[nH]c2ccc(Cl)cc2c(=O)c1CN1CCCC1	0	-2%	4	-2	-2	-25	-2%	0.9%	-4%
Cc1ccc(C)c(NC(=O)Cn2nc(C(F)(F)F)cc2C2CC2)c1	-3	-2%	1	-4	-9	1	-4%	1.1%	-8%
COc1ccc(C)cc1N=Nc1ccc(O)c2ncccc12	3	-4%	4	5	2	18	1%	-1.9%	-4%
Cc1ccccc1NC(=S)N/N=C1\CC(C)(C)Oc2ccc(O)cc21	-1	-1%	2	-8	24	18	-1%	-1.3%	?
O=C1CN(C(=O)COC(=O)[C@@H]2CCCN2S(=O)(=O)c2ccc(Cl)cc2)c2ccccc2N1	nt	-2%	nt	-12	nt	nt	2%	nt	-3%
CCN(CC)S(=O)(=O)c1ccc(Cl)c(NC(=O)COC(=O)c2ccc([N+](=O)[O-])o2)c1	-13	1%	3	2	13	-13	1%	-0.6%	2%

Grouped by structure: the compounds so far with a Cl atom
SMILES	D1 potentiator	GRP78 ERSR act	D1 ag	LDHA block	D2 PAM	D1 antagonist	Vif-APOBEC3G blk	RXFP1 ag	Vif-APOBEC3F blk
CC(=O)c1cccc(NC(=O)c2ccc(Cl)c(S(=O)(=O)N3CCOCC3)c2)c1	-2	0%	1	-7	-7	-2	-4%	-0.4%	3%
Cc1cc(Cl)ccc1OC(C)C(=O)Nc1ccc([N+](=O)[O-])cn1 (stereo not given)	-8	-4%	7	-2	-5	1	-2%	0.9%	2%
Cc1nnc(SCC(=O)Nc2ncc(Cl)cc2Cl)n1Cc1ccccc1	-6	0%	2	0	27	6	-1%	2.3%	2%
Cn1c(=O)[nH]c(=O)c2c1nc(SCCO)n2Cc1ccccc1Cl	4	-2%	5	1&1	5	14	2%	3.3%	-2%
C/C(=N\NC(=O)CSCc1ccc(Cl)cc1)c1ccc(NC(=O)c2ccccc2)cc1	-3	1%	1	-6	2	-5	1%	-2.5%	-9%
Cc1ccc(C(=O)c2coc3ccc(O)c(Cl)c23)cc1	0	-5%	2	11	-12	-1	3%	-2.2%	1%
Cc1[nH]c2ccc(Cl)cc2c(=O)c1CN1CCCC1	0	-2%	4	-2	-2	-25	-2%	0.9%	-4%
O=C1CN(C(=O)COC(=O)[C@@H]2CCCN2S(=O)(=O)c2ccc(Cl)cc2)c2ccccc2N1	nt	-2%	nt	-12	nt	nt	2%	nt	-3%
CCN(CC)S(=O)(=O)c1ccc(Cl)c(NC(=O)COC(=O)c2ccc([N+](=O)[O-])o2)c1	-13	1%	3	2	13	-13	1%	-0.6%	2%

High-throughput results as filed in PubChem BioAssay.
